Screens as filed in PubChem BioAssay.
NCI-60 one-dose screen, 48 h, at 10 µM unless noted. Numbers give growth in % (100 = growth as untreated, 0 = no growth, -100 = all killed).
SK-MEL-5: SK-MEL-5 melanoma; hit rate 6.4% among 80,000; AID 1794755
LOX IMVI: LOX IMVI melanoma | AID 1794757 | hit rate 7.4% among 79,000
UACC-62: UACC-62 melanoma; hit rate 5.4% among 81,000
SK-MEL-28: SK-MEL-28 melanoma | AID 1794761 | hit rate 4.1% among 81,000
UACC-257: UACC-257 melanoma; hit rate 4.4% among 78,000
SK-MEL-2: SK-MEL-2 melanoma | hit rate 4.7% among 77,000 | AID 1794763
HS 578T: HS 578T breast cancer; hit rate 4.1% among 78,000; AID 1794788
MALME-3M: MALME-3M melanoma | hit rate 5.8% among 78,000 | AID 1794766
Numbers without * were called inactive; / = not tested or not shown; & = joins results of further samples. How the source made its calls: active means growth percent below 10; inactive means the rest.

#	SMILES	SK-MEL-5	LOX IMVI	UACC-62	SK-MEL-28	UACC-257	SK-MEL-2	HS 578T	MALME-3M
1	CCCn1c(NC(=O)c2cccc([N+](=O)[O-])c2)nc2ccccc21	32.0	37.9	53.2	73.5	100.0	54.4	91.5	69.8
2	CC/C=C\C/C=C\C[C@H](O)C/C=C1/C(=O)C=C[C@@H]1C/C=C\CCCC(=O)O	20.7	-10.1*	-43.4*	17.5	31.3	23.2	42.6	47.0
3	CCCN=C1NC(=O)/C(=C/c2nc(-c3ccc(OC)cc3)n3ccccc23)S1	64.9	52.7	93.1	111.5	109.9	95.2	-8.6*	95.3
4	Cc1ccccc1OCCSc1nc2ccc(NC(=O)c3ccccc3)cc2s1	96.5	71.1	74.4	100.8	85.1	87.7	74.1	108.2
5	CC(C)(C)n1cc(-c2ccnc(NCCCNS(=O)(=O)c3ccc(Cl)cc3)n2)c(-c2ccc(Cl)c(O)c2)n1	92.4	87.3	84.6	86.3	101.4	94.6	77.5	94.1
6	COc1cccc(-c2nc3sccn3c2-c2ccnc(NCCN3CCCN(C)S3(=O)=O)n2)c1	84.1	45.2	15.2	53.0	84.7	97.1	97.5	39.6
7	COc1ccc(-c2nc(-c3ccc(F)cc3)cn3ccnc23)cc1	87.2	89.1	87.3	100.9	85.2	101.8	90.4	103.0
8	O=C1CCCCC1=C1CCCCC1	97.5	106.3	104.5	103.4	81.0	80.6	/	132.4
9	Cc1nnc2n1N=C(c1ccccc1)CS2	98.9	99.1	94.1	108.2	105.0	102.9	109.4	99.9
10	NC(=O)c1c(NC(=O)c2ccc(OCC3CCCO3)cc2)sc2c1CCCC2 (configuration not stated)	78.2	104.6	85.0	125.1	/	84.9	-24.5*	82.4
11	COC(=O)C(C)[C@H]1CC[C@@H]2[C@]1(C)CC=C1[C@]23C=C[C@]2(C[C@@H](OC(C)=O)CC[C@]12C)C(C(=O)OC)C3C(=O)OC (some centres not stated)	60.6	91.7	79.9	95.0	97.5	100.0	101.6	73.1
12	O=C1c2cccc3c(N4CCN(c5ccccc5)CC4)ccc(c23)C(=O)N1c1cccc(-c2nn(-c3ccccc3)cc2-c2nc3ccccc3s2)c1	99.0	94.5	91.4	104.0	112.7	106.4	101.6	88.8
13	O=S(=O)(O)c1nc[n+]([O-])c2nc[nH]c12	100.9	94.9	98.6	57.4	72.1	92.1	90.3	96.6
14	COc1ccc(NC(=O)NNC(=O)c2ccncc2)cc1	119.7	98.0	112.9	130.0	112.2	97.9	105.0	/
15	CNc1nc(NC)c2cn[nH]c2n1	97.8	98.3	102.2	115.0	/	/	101.0	/

At a glance, some entries already given:
#	SMILES	SK-MEL-5	LOX IMVI	UACC-62	SK-MEL-28	UACC-257	SK-MEL-2	HS 578T	MALME-3M
1	CCCn1c(NC(=O)c2cccc([N+](=O)[O-])c2)nc2ccccc21	32.0	37.9	53.2	73.5	100.0	54.4	91.5	69.8
2	CC/C=C\C/C=C\C[C@H](O)C/C=C1/C(=O)C=C[C@@H]1C/C=C\CCCC(=O)O	20.7	-10.1*	-43.4*	17.5	31.3	23.2	42.6	47.0
3	CCCN=C1NC(=O)/C(=C/c2nc(-c3ccc(OC)cc3)n3ccccc23)S1	64.9	52.7	93.1	111.5	109.9	95.2	-8.6*	95.3
4	Cc1ccccc1OCCSc1nc2ccc(NC(=O)c3ccccc3)cc2s1	96.5	71.1	74.4	100.8	85.1	87.7	74.1	108.2
5	CC(C)(C)n1cc(-c2ccnc(NCCCNS(=O)(=O)c3ccc(Cl)cc3)n2)c(-c2ccc(Cl)c(O)c2)n1	92.4	87.3	84.6	86.3	101.4	94.6	77.5	94.1
6	COc1cccc(-c2nc3sccn3c2-c2ccnc(NCCN3CCCN(C)S3(=O)=O)n2)c1	84.1	45.2	15.2	53.0	84.7	97.1	97.5	39.6
7	COc1ccc(-c2nc(-c3ccc(F)cc3)cn3ccnc23)cc1	87.2	89.1	87.3	100.9	85.2	101.8	90.4	103.0
8	O=C1CCCCC1=C1CCCCC1	97.5	106.3	104.5	103.4	81.0	80.6	/	132.4
9	Cc1nnc2n1N=C(c1ccccc1)CS2	98.9	99.1	94.1	108.2	105.0	102.9	109.4	99.9

Going on with the list.
#	SMILES	SK-MEL-5	LOX IMVI	UACC-62	SK-MEL-28	UACC-257	SK-MEL-2	HS 578T	MALME-3M
16	O=C1c2ccccc2-c2cccc3c(-c4ccc5c6c(cccc46)-c4ccccc4C5=O)ccc1c23	105.8	97.1	100.5	112.7	94.4	106.6	/	100.1
17	Cc1cc(=O)[nH]n1-c1ccc(C#N)cc1N	110.8	93.9	/	118.0	107.6	/	150.7	111.5
18	CC(=O)Oc1c(Cl)cc(Cl)cc1Cl	108.7	101.1	95.4	105.5	91.5	89.6	122.7	/
19	Cc1cccc(-n2c(SCC(=O)Nc3ccc(S(=O)(=O)Nc4nccc(C)n4)cc3)nc3ccccc3c2=O)c1	95.6	99.1	89.7	109.1	102.4	110.3	99.0	121.7
20	O=C(Nc1ccccc1)C1CN(CCc2ccccc2)CCS1 (configuration not stated)	97.1	95.9	86.4	102.1	103.7	96.8	91.0	93.5
21	N=c1c2c(-c3ccccc3)c(-c3ccccc3)oc2ncn1NC(=O)c1ccc(O)cc1	84.6	99.5	95.7	109.7	99.9	98.1	87.9	109.1
22	CC(C)(O)CN(CCCNC(=S)Nc1ccccc1)C(=S)Nc1ccccc1	109.8	86.2	95.9	109.8	100.6	103.2	/	/
23	O=P1(NCCCNP2(=O)OC(CCl)=NC2c2ccccc2Cl)OC(CCl)=NC1c1ccccc1Cl (configuration not stated)	88.5	102.6	90.9	101.4	95.9	107.6	90.3	89.8
24	CC1Cc2c(ncnc2-n2cnc3ccccc32)N(C)c2ccc(O)cc21 (configuration not stated)	95.1	97.8	84.8	97.8	102.4	94.6	96.3	124.2
25	O=c1cc(Cn2cc(CSc3nc4cc(Cl)ccc4o3)nn2)c2ccc3ccccc3c2o1	101.6	96.6	97.6	108.1	102.6	116.0	110.0	103.8
26	CCN(CC)CCOC(=O)C(C1CCCCC1)C1(O)CCCCCC1 (configuration not stated)	102.5	92.7	91.5	104.2	90.5	99.1	93.3	95.8
27	O=C(NCCN1CCCC1)n1cc(-c2ccncc2)c(-c2ccc(O)c(Cl)c2)n1	107.7	100.4	109.2	112.9	110.1	/	110.6	116.7
28	CCCCOc1nc2ccccc2cc1-c1cc(-c2ccc(Cl)cc2)nc(-c2ccc(Cl)cc2)c1	103.0	95.3	94.6	109.2	93.5	118.5	97.4	90.8
29	CCCCCCC(O)(CCCCCC)CCCCCC	95.2	94.9	102.3	102.9	89.1	101.6	99.0	103.0
30	CC(C)(OC(=O)c1ccccc1)C(Br)CBr (configuration not stated)	113.2	97.2	107.8	107.4	/	100.6	103.8	99.5
31	COc1ccccc1C(C)=O	110.4&105.1	60.6&102.9	107.6&109.0	106.3&120.6	110.0&106.9	109.3	88.2	106.8&114.4
32	NC(=O)CSc1ccc(Cl)cc1	104.7	98.9	96.0	109.1	101.9	103.4	101.6	102.6
33	CCCC1(CC(=O)O)OCCc2c1[nH]c1ccccc21 (configuration not stated)	100.0	107.7	93.2	/	103.3	114.4	101.0	98.8
34	O=C(O)c1[nH]c(=O)[nH]c(=O)c1[N+](=O)[O-]	110.3	104.6	106.5	121.1	97.7	158.1	105.9	124.2
35	CCCCCCCOc1ccc(S(=O)(=O)Nc2ccc(C)c(F)c2C(=O)O)cc1	96.7	98.9	90.6	116.5	102.3	101.8	87.8	91.3
36	CN1CCN(C(=O)C23CCC(C)(C)C[C@H]2C2=CC[C@@H]4[C@@]5(C)C/C(=C/c6ccco6)C(=O)C(C)(C)[C@@H]5CC[C@@]4(C)[C@]2(C)CC3)CC1 (some centres not stated)	95.1	73.4	88.8	100.2	91.5	100.7	83.9	87.4
37	C=C(CN1CC=CCC1)[C@@H]1CC[C@]2(C(=O)O)CC[C@]3(C)[C@H](CC[C@@H]4[C@@]5(C)CC[C@H](O)C(C)(C)[C@@H]5CC[C@]43C)[C@@H]12	98.5	98.1	103.9	111.1	117.0	110.1	108.3	101.4
38	O=C(c1nc2ccccc2[nH]1)C1C(c2cccs2)C2CSCN2[C@@]12C(=O)Nc1ccccc12 (some centres not stated)	99.1	97.5	90.8	105.0	93.4	110.8	100.9	100.8
39	COc1cc(OC)c(S(N)(=O)=O)cc1C1=NN(C=O)C(c2ccc(Cl)cc2)C1 (configuration not stated)	101.6	89.9	102.0	114.1	101.9	107.5	96.8	106.9
40	N#Cc1c(N=Cc2ccc(O)cc2)n[nH]c1Nc1ccccc1	/	110.5	93.9	104.0	127.4	117.6	103.4	101.2
41	Cc1ccc(S(=O)(=O)N2CCc3ccccc3CC2)cc1	46.1	76.4	74.1	94.6	52.7	80.9	108.8	/
42	COc1ccc(C2=NN(c3ccc(S(N)(=O)=O)cc3)C(c3cn(-c4ccccc4)nc3-c3ccccc3)C2)cc1 (configuration not stated)	98.5	94.0	94.0	105.8	90.1	86.1	97.4	/
43	O=C1OC2C(I)C3C(C4CCCCC4)C1C23 (configuration not stated)	103.1	97.7	93.9	107.7	114.9	104.4	96.2	/
44	O=c1c2sc3ncccc3c2n(CCCCl)c2c(-c3ccccc3)nnn12	102.8	103.1	95.3	105.5	99.2	103.5	117.5	/
45	CCCCCCCC(C)(O)CC (configuration not stated)	99.5	97.2	104.5	101.0	75.1	95.2	/	95.6
46	COc1cc(NC(=O)C#Cc2ccccc2)c(OC)cc1Cl	30.1	17.2	36.8	84.2	89.2	60.4	79.8	61.4
47	CC[C@@H](C)/C=C(C)/C=C/C(=O)c1c(O)c(-c2ccc(OC(=O)[C@@]34CC[C@@](C)(C(=O)O3)C4(C)C)cc2)cn(O)c1=O	-4.0*	0.6*	5.2*	26.8	2.7*	17.8	57.2	/
48	CN(C)S(=O)(=O)n1cnc([C@H]2c3c(ncn3Cc3ccccc3)C[C@H]3COC(=O)[C@@H]32)c1	106.0	109.1	99.4	104.4	109.0	128.6	88.3	103.5
49	N#CC1=C(c2ccccc2)Nc2c(c(-c3ccccc3)nn2-c2ccccc2)C12C(=O)N(Cc1ccccc1)c1ccccc12 (configuration not stated)	75.5	84.4	78.8	92.9	102.8	101.2	76.3	92.6
50	C1=C(C2=CCCc3ccccc32)c2ccccc2CC1	116.0	103.1	107.8	116.2	122.7	/	98.0	159.2
51	COC1=C(OC)C(=O)C(CCCCCCCCCC[P+](c2ccccc2)(c2ccccc2)c2ccccc2)=C(C)C1=O	-100.0*	-89.6*	-93.0*	-86.1*	-61.2*	-42.7*	-58.9*	-86.3*
52	Cc1ccccc1NC(=O)Nc1nc2ccc([N+](=O)[O-])cc2s1	-47.2*	12.1	11.6	16.6	-2.0*	-9.7*	24.1	-6.5*
53	Nc1cccc(-c2nc3sccn3c2-c2ccnc(NCCNS(=O)(=O)c3cccc(F)c3)n2)c1	86.6	93.9	84.1	109.1	106.7	115.9	94.1	106.6
54	O=S(=O)(c1ccccc1)n1cc2c(c1)-c1nc(Nc3ncccn3)sc1CC2	35.4	10.1	63.6	73.9	50.4	65.2	22.4	50.3
55	c1ccc2c(c1)CN(C1CCCCC1)CO2	109.8	107.2	114.4	124.7	125.9	114.4	121.5	110.6
56	Oc1cccc2cnccc12	85.7	86.6	95.1	109.4	102.1	97.7	87.4	85.3
57	NC(=S)N/N=C/c1ncccc1O	/	10.5	18.3	/	18.9	102.9	/	54.0
58	COc1ccc(C(=O)C[n+]2cn(CC(=O)Nc3cccc4cccnc34)c3ccccc32)cc1	97.4	90.0	58.0	69.0	37.4	74.7	88.5	87.0
59	COC(=O)[C@]12CC[C@@H](C)[C@H](C)[C@@H]1C1=CC[C@@H]3[C@@]4(C)C(C=O)=C[C@@](C)(CO)[C@@H]4C(=O)C[C@@]3(C)[C@]1(C)CC2	50.8	50.3	26.0	63.8	/	43.4	59.8	92.8
